# Bioassay records deposited in PubChem BioAssay by several laboratories.
# MC4R barr agon = agonists of human melanocortin 4 receptor (MC4R) beta-arrestin. P32245. U2OS MC4R beta-arrestin complementation, luminescence; percent of melanotan II response, DMSO zero. activation, % at 8.9 µM. 360,000 tested, 0.98% active. AID 540308;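 active = activation above a per-plate cutoff, the mean activation of sample wells on that plate plus 3 SD, cut at about 8% in these data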
# Cardio protect = myocardial damage modulation in H9c2 cells; H9c2 cardiomyocytes, H2O2 injury protection, ATPLite, 2 h; protection from H2O2 cell death, % at 20 µM; 360,000 tested, 0.63% active; AID 588492;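 active = compounds giving at least 50% protection of heart cells from peroxide-induced death in the single-dose screen, raw or plate-pattern-corrected value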;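 also: 0% = DMSO wells with peroxide and 100% = DMSO wells without peroxide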
# ABHD5 PLIN5 PPI = ABHD5-PLIN5 protein interaction inhibition | inhibition, % at 4 µM | Split G. princeps luciferase complementation, luminescence, 4 h | 360,000 tested, 0.78% active | Q00G26+Q8WTS1;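 active = inhibition above the mean inhibition across every tested compound plus 3 SD, cut at about 22% in these data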;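 also: 0% = DMSO only wells and the 100% control is not disclosed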
# Target sequence (Q00G26 whole entry, looked up): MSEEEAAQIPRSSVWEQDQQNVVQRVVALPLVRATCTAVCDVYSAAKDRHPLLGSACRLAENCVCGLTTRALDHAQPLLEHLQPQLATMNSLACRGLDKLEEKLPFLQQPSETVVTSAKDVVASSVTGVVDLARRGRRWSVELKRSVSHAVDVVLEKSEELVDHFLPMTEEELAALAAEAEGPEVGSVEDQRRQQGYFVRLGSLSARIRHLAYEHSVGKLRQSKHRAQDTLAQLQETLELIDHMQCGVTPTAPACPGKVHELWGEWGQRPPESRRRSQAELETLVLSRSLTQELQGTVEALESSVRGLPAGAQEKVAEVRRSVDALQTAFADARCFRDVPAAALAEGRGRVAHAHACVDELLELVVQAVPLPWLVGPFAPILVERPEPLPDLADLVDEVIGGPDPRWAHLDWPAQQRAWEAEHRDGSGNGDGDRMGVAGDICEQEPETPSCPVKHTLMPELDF
# Target sequence (Q8WTS1 whole entry, looked up): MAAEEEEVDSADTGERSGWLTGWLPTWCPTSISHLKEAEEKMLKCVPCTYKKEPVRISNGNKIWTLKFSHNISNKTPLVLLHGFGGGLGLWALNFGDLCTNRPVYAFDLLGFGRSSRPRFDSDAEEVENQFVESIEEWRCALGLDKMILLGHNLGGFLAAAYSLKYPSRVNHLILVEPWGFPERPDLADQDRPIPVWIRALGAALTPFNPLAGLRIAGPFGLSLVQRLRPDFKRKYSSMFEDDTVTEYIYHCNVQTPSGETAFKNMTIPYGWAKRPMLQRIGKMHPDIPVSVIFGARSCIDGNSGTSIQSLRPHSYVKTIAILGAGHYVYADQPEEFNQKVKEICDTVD
# PDI inh = PDI (human) enzyme inhibition | inhibition, % at 10 µM | 350,000 tested, 0.052% active | PDI insulin aggregation turbidity, A650, 90 min;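 active = mean inhibition across replicates of 30% or more, whatever share of single replicates reach that level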;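 also: absorbance from insulin aggregation driven by PDI reduction with DTT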
# Granule exo inh = lytic granule exocytosis inhibition; TALL-104 LAMP-1 surface exposure, flow cytometry; cells stimulated with thapsigargin and PMA; inhibition, % at 10 µM; 360,000 tested, 0.66% active;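 active = inhibition above about 55%, limit read from the data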
# N-glyco inh = N-linked glycosylation inhibition | reporter increase, % at 12.5 µM | 360,000 tested, 0.23% active | AID 588692 | D54 ERlucT glycosylation luciferase reporter, 24 h; percent of 100 nM tunicamycin response;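 active = mean luciferase reporter signal, scaled so untreated is 0 and the glycosylation-blocking control 100, at or above a set limit in every replicate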;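 also: luciferase carries N-glycosylation sites so blocking glycosylation raises the light; 0% = median of neutral control wells and 100% = median of 100 nM tunicamycin wells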
# ABCB6 inh MLPCN = human ABCB6 transporter inhibition. K562-ABCB6 porphyrin accumulation, flow cytometry, 1 h; stronger effect = lower value. 360,000 tested, 0.19% active. fluorescence ratio to DMSO, % at 10 µM. Q9NP58;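 active = fluorescence ratio to DMSO below 75%, the collection mean minus 3 SD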;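 also: signal is porphyrin accumulated inside mitochondria; 100% equals median channel fluorescence of DMSO control wells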
# m5-HT2A agonist = mouse HTR2A agonism via beta-arrestin recruitment | CHO-K1 mHTR2A beta-arrestin complementation, luminescence; percent of 30 µM serotonin response | activation, % at 7.6 µM | 360,000 tested, 0.66% active;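 active = activation above a run cutoff, the mean activation of all tested compounds plus 3 SD, cut at about 14% in these data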;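 also: 0% = plate median of compound wells and 100% = 30 µM serotonin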
# CaV13 FRET inh = Primary screen for inhibitors of IQ motif and Ca2+-dependent inactivation inhibitor domain binding in CACNA1D, Förster resonance energy transfer in living cells, … | inhibition, % at 12.3 µM | HEK cells, CFP/YFP FRET ICDI-IQ, plate reader, 10 min; percent FRET-ratio fall versus neutral wells | 340,000 tested, 0.098% active;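 active = mean replicate inhibition of at least 30% and at least 1% of replicates passing that level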;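 also: 0% = median of the neutral control wells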
# MC4R antag cAMP = antagonists of human melanocortin 4 receptor (MC4R); P32245; MC4R-expressing cells, MTII-stimulated cAMP, LANCE TR-FRET; inhibition, % at 6.5 µM; 360,000 tested, 0.48% active;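 active = inhibition above its plate's cutoff, the mean of tested wells on that plate plus 3 SD, cut at about 29% in these data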;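 also: 0% = Melanotan II alone and 100% = Melanotan II plus saturating MCL0020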
#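 Assay system: U2OS cells stably expressing human melanocortin 4 receptor (MC4R) / Dosing: 6.5 µM / Timing: compound 30 min, challenge 1 h, detection 1 h / Measured by: Eu-cAMP/anti-cAMP TR-FRET, emission 671 nm / Replicates: singlicate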
# The depositor's hits bear a star; . = not tested or not shown; & = joins results of further samples.
SMILES,MC4R barr agon,Cardio protect,ABHD5 PLIN5 PPI,PDI inh,Granule exo inh,N-glyco inh,ABCB6 inh MLPCN,m5-HT2A agonist,CaV13 FRET inh,MC4R antag cAMP
COc1ccc(C(NC(=O)c2cccc(F)c2)c2ccccc2)cc1 (stereo unspecified),-0.9,0,-6,1,-1,-3,97,0,-19,0
O=C(NCCC1=CCCCC1)c1cc(S(=O)(=O)N2CCCCC2)ccc1Cl,3.0,-3,-6,-7,-1,-5,99,-3,.,4
COc1ccc(-n2nc(C(=O)NCC(=O)NCc3ccc(F)cc3)c3ccccc3c2=O)cc1,-2.6,13,4,4,-7,2,95,-4,-3,-2
O=C(COc1ccc(F)cc1Br)NCC1(N2CCOCC2)CCCCC1,3.0,2,5,5,3,-6,98,-9,-5,1
CCOC(=O)N1CCN(C(=O)c2c(-c3ccccc3Cl)noc2C)CC1,0.1,3,-7,5,-6,-2,104,11,-2,-5
Cc1ccc(CN(C)C(=O)c2cccc(S(=O)(=O)N3CCN(c4ccccc4)CC3)c2)cc1,-0.5,-16,-5,15,-6,-6,98,3,-2,4
CC(C)N1CCC(=O)NC1=O,-0.9,5,-1,-5,-2,-1,94,3,-6,4
CNC(=O)CCC(=O)Nc1ccc(C(=O)OC)cc1,0.6,-1,3,-6,-2,2,103,-2,-4,11
O=C(Nc1ccc(NC(=O)c2ccc(S(=O)(=O)c3ccccc3)cc2)cc1)c1ccccc1,-0.8,-5,-2,-4,-5,0,99,1,.,2
S=C(NCc1cccs1)Nc1ccc(Cl)cc1,0.5,2,2,6,0,-1,92,-8,-5,-3
CCn1c2ccccc2c2cc(/C=N/NC(=O)c3ccccc3C)ccc21,-2.1,2,-4,5,4,12,97,4,-5,-16
CN(Cc1ccccc1)C(=O)c1nc[nH]c1C(=O)N(C)Cc1ccccc1,-1.1,2,-10,0,5,2,100,-6,-3,1
CC1(Cc2ccc3c(c2)OCO3)NC(=O)NC1=O (stereo unspecified),2.5,-3,1,2,-3,0,281,7,-5,12
COc1ccc2cc(CN(C)C(=O)CN3C(=O)NC4(CCCC4)C3=O)ccc2c1,-1.2,-1,5,-2,-2,3,88,-5,-6,4
COc1ccc(NC(=S)Nc2ccccc2)cc1,-1.1&-1.1,-3&-3,1&-7,-6&-2,-9&0,0&0,95&98,-2&3,18&-13,7&3
CCOC(=O)CSc1nc2c(sc(=S)n2-c2ccccc2)c(=O)[nH]1,-1.9,-2,-4,1,-2,-3,111,4,-3,12
OC(CN1CCOCC1)Cn1c2ccccc2c2ccccc21 (stereo unspecified),-1.4,20,-3,2,9,-1,114,3,-16,3
COc1ccccc1N1CC(C)(C)C(=O)N(C(=O)c2ccc(Cl)cc2)C1=S,-2.0,-4,-3,-6,13,6,97,-1,-1,1
C=CCNC(=O)c1c(CSc2ccc(Cl)cc2)noc1C(=O)NCc1ccccc1,1.4,-12,-6,4,-2,-3,96,1,-5,5
CN(N)c1nc(N2CCCC2)nc(N2CCCC2)n1,-0.5,8,2,1,-6,2,93,3,-20,1
COc1ccc(-c2cccc(NC(=O)c3ccc4c(c3)OCO4)c2)nn1,-0.7,2,5,-1,-1,-1,96,-3,-4,-8
COCCN1C(=O)CN(S(C)(=O)=O)CC1(C)C(=O)NC(C)C (stereo unspecified),.,.,3,.,17,.,.,0,-10,.
O=C(NCc1ccccc1)c1cc(C2COCCN2C(=O)CCc2ccccc2)on1 (stereo unspecified),-1.1,-1,2,-3,0,-2,101,-6,-5,12
CCOC(=O)N1CCN(S(=O)(=O)c2ccc3c(c2)CC(C)N3C(=O)C2CC2)CC1 (stereo unspecified),-2.5,-1,-6,-1,-1,3,94,-7,-4,6
Cc1cccc(-n2nnc3c(=O)n(Cc4ccccn4)cnc32)c1,-0.9,4,0,1,1,3,92,2,-2,5
O=[N+]([O-])c1ccc(N2CCN(S(=O)(=O)c3ccccc3)CC2)c2cccnc12,-5.0,-12,4,1,-6,1,107,-7,-2,8
O=C(O)CCn1cc(/C=C2/NC(=S)N(c3ccccc3)C2=O)c(-c2ccccc2)n1,-2.2,4,0,16,3,1,96,0,-6,-1
CCOC(=O)N1CCN(C(=O)CSCC(=O)Nc2nc(-c3cccs3)cs2)CC1,-0.6,1,3,-1,-2,0,93,-4,-8,-5
COc1ccccc1OCCNC(=O)c1cc(F)c(F)cc1Cl,-1.6,4,-4,0,5,0,103,2,-3,7
COc1ccc(S(=O)(=O)N2CCOCC2)cc1NC(=O)CN1CCN(C)CC1,-3.4,-4,-4,5,10,4,97,-3,-13,4
COc1ccc(NC(=O)C[C@H]2C(=O)N(c3ccc(OC)cc3)C[C@@H]2c2ccc(Br)cc2)cc1,1.4,-8,3,20,-7,0,97,4,-4,3
COc1cccc(CNn2cnnc2)c1OCc1ccccc1F,0.1,2,-2,-7,0,0,101,1,-8,2
Cc1ccc(Cn2c(SCCN3CCOCC3)nc3c2c(=O)n(C)c(=O)n3C)cc1,-1.0,36,1,1,-2,-2,101,-4,-10,-12
Cc1cc(C)c2c(N)c3cccc(C)c3nc2n1,-3.5,7,6,9,-1,104*,104,-1,0,4
CCCNC(=O)c1onc(CSc2ccc(Cl)cc2)c1C(=O)NC(C)C,2.1,-18,2,13,-2,1,96,5,-4,5
CCOc1ccccc1NC(=O)c1ccccc1N(C)S(=O)(=O)c1ccc(C)cc1,1.0,-8,-3,-15,8,-3,92,-9,-5,7

# 11 successive records already listed, for reference:
SMILES,MC4R barr agon,Cardio protect,ABHD5 PLIN5 PPI,PDI inh,Granule exo inh,N-glyco inh,ABCB6 inh MLPCN,m5-HT2A agonist,CaV13 FRET inh,MC4R antag cAMP
COc1ccc(C(NC(=O)c2cccc(F)c2)c2ccccc2)cc1 (stereo unspecified),-0.9,0,-6,1,-1,-3,97,0,-19,0
O=C(NCCC1=CCCCC1)c1cc(S(=O)(=O)N2CCCCC2)ccc1Cl,3.0,-3,-6,-7,-1,-5,99,-3,.,4
COc1ccc(-n2nc(C(=O)NCC(=O)NCc3ccc(F)cc3)c3ccccc3c2=O)cc1,-2.6,13,4,4,-7,2,95,-4,-3,-2
O=C(COc1ccc(F)cc1Br)NCC1(N2CCOCC2)CCCCC1,3.0,2,5,5,3,-6,98,-9,-5,1
CCOC(=O)N1CCN(C(=O)c2c(-c3ccccc3Cl)noc2C)CC1,0.1,3,-7,5,-6,-2,104,11,-2,-5
Cc1ccc(CN(C)C(=O)c2cccc(S(=O)(=O)N3CCN(c4ccccc4)CC3)c2)cc1,-0.5,-16,-5,15,-6,-6,98,3,-2,4
CC(C)N1CCC(=O)NC1=O,-0.9,5,-1,-5,-2,-1,94,3,-6,4
CNC(=O)CCC(=O)Nc1ccc(C(=O)OC)cc1,0.6,-1,3,-6,-2,2,103,-2,-4,11
O=C(Nc1ccc(NC(=O)c2ccc(S(=O)(=O)c3ccccc3)cc2)cc1)c1ccccc1,-0.8,-5,-2,-4,-5,0,99,1,.,2
S=C(NCc1cccs1)Nc1ccc(Cl)cc1,0.5,2,2,6,0,-1,92,-8,-5,-3
CCn1c2ccccc2c2cc(/C=N/NC(=O)c3ccccc3C)ccc21,-2.1,2,-4,5,4,12,97,4,-5,-16

# Next section:
SMILES,MC4R barr agon,Cardio protect,ABHD5 PLIN5 PPI,PDI inh,Granule exo inh,N-glyco inh,ABCB6 inh MLPCN,m5-HT2A agonist,CaV13 FRET inh,MC4R antag cAMP
Cc1cc(C)c(OCCN2CC(C)OC(C)C2)c(Br)c1 (stereo unspecified),3.4,1,5,-1,-2,-1,102,1,-8,10
Cc1ccc(NS(=O)(=O)c2ccc3c(c2)NC(=O)C(C)C(=O)N3)c(Cl)c1 (stereo unspecified),0.9,9,-3,.,2,0,100,-4,-4,-1
CCSc1nnc(NC(=O)C(CC)Oc2ccccc2)s1 (stereo unspecified),3.0,-1,-13,-2,-3,2,96,0,-10,19
Cc1cccc(NC(=O)c2cc(-c3cc(C)cc(C)c3O)n[nH]2)c1,2.0,-16,-7,5,20,-4,93,2,-2,14
CC1(C)N=C(N)N=C(N)N1c1ccc(CCCCc2ccccc2)cc1,0.7,-18,10,-7,4,-8,96,2,-8,7
Cc1ccc([C@H]2C[C@@H](O)[C@H](n3cc(COC(=O)c4ccccc4)nn3)CN2C(=O)c2cccs2)cc1,-0.8,9,-4,5,-2,0,99,7,-2,8
CC(=O)Nc1ccc(S(=O)(=O)N2CCC(C(=O)NCc3ccco3)CC2)cc1,0.4,-5,10,-7,-6,-2,100,6,-6,-6
CC(C)c1ccc(NC(=O)CN2C(=O)COc3ccc(S(=O)(=O)N4CCOCC4)cc32)cc1,-1.5,-3,3,-3,0,-2,98,-3,-5,15
COc1ccc(CC(=O)N2CCN(c3ccccc3)CC2)cc1,-2.1,6,7,6,2,-1,91,-2,-6,20
CSc1nc(Cl)cc(N(CCO)CCO)n1,0.3,6,5,2,1,-2,100,2,.,13
CCn1ncc(/C=N/NS(=O)(=O)c2ccc(Cl)cc2)c1C,-1.0,-7,7,-1,2,1,99,3,-4,4
O=c1c2c([N+](=O)[O-])cc([N+](=O)[O-])cc2sn1-c1ccc(Br)cc1,-2.7,-2,-18,2,92*,1,94,-1,.,7
O=C(CCCNC(=O)/C(=C\c1ccc(F)cc1)NC(=O)c1ccccc1)OCc1ccccc1,0.5,4,1,-10,3,2,95,-3,-6,1
COc1cc(NC(=O)/C=C/c2ccccc2[N+](=O)[O-])cc(OC)c1,-3.9,3,0,0,-1,3,95,-3,-2,-2
Cc1ccc(S(=O)(=O)N2[C@@H](c3ccccc3F)C(C(=O)O)=CC[C@H]2c2ccc(Cl)cc2)cc1,0.2,9,-17,1,-7,2,105,-6,-6,14
CCC(C)(C)NC(=O)CN(C(=O)C(=O)Nc1ccc2c(c1)OCCO2)C1CC1,-0.6,0,0,1,-2,-1,94,-4,-3,-5
CC1CC(C)CN(C(=O)CSc2nnc(-c3ccc(F)cc3)o2)C1 (stereo unspecified),1.9,-5,0,.,-2,0,100,-6,-4,2
Cn1c(=O)cc(SCC(=O)NCCCN2CCN(c3ccccc3F)CC2)c2ccccc21,1.2,4,1,9,-2,0,86,10,-6,0
CCC1Oc2ccccc2N(CC(=O)NC2CCCCC2C)C1=O (stereo unspecified),1.4,-3,-5,-8,-2,0,98,0,-15,10

# Retrieved by structure from the entries so far:
SMILES,MC4R barr agon,Cardio protect,ABHD5 PLIN5 PPI,PDI inh,Granule exo inh,N-glyco inh,ABCB6 inh MLPCN,m5-HT2A agonist,CaV13 FRET inh,MC4R antag cAMP
COc1cc(NC(=O)/C=C/c2ccccc2[N+](=O)[O-])cc(OC)c1,-3.9,3,0,0,-1,3,95,-3,-2,-2
CCC1Oc2ccccc2N(CC(=O)NC2CCCCC2C)C1=O (stereo unspecified),1.4,-3,-5,-8,-2,0,98,0,-15,10
